Screens (PubChem)
PAFAH1B3 inh: inhibitors of human PAFAH1B3. Q15102. recombinant PAFAH1B3, FP-rhodamine probe, fluorescence polarization. inhibition, % at 3.39 µM. hit rate 0.28% among 340,000. AID 492972;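 active = inhibition above the screen-wide average of all tested compounds plus 3 SD, cut at about 25% in these data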;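 note: 0% = enzyme with DMSO only and 100% = wells lacking PAFAH1B3 protein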
Target sequence (Q15102 whole entry, looked up): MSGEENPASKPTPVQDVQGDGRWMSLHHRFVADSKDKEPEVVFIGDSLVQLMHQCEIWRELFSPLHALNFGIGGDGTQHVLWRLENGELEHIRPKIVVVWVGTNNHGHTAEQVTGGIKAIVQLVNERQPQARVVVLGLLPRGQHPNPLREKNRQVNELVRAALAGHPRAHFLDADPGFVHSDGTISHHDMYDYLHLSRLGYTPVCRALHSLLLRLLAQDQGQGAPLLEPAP
PAFAH2 FP inh: PAFAH2 (human) inhibition. inhibition, % at 3.39 µM. AID 492956. Q99487. recombinant PAFAH2, FP-rhodamine activity probe, fluorescence polarization. hit rate 0.99% among 340,000;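 active = inhibition above the mean over all tested compounds plus 3 SD, cut at about 30% in these data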;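 note: inhibitors block probe labeling of enzyme so polarization drops; 0% = enzyme with DMSO and 100% = wells lacking PAFAH2 protein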
Fam108B counter: counter-screen for RBBP9 inhibitors: inhibitors of mouse Fam108B; recombinant Fam108B, FP-Rh probe fluorescence polarization; inhibition, % at 9.51 µM; hit rate 0.33% among 300,000;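 active = inhibition above the screen mean inhibition plus 3 SD, computed separately per campaign, cut at about 18% in these data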;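 note: inhibitors lower polarization as less probe binds the enzyme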
PME-1 inh: blocks human protein phosphatase methylesterase 1; hit rate 0.53% among 320,000; AID 2130; inhibition, % at 5.9 µM; recombinant PME-1, FP-Rh probe fluorescence polarization; Q9Y570;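 active = inhibition above the campaign mean of all compounds plus 3 SD, cut at about 26% in these data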;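 note: competitive labeling of PME-1 active site by serine hydrolase directed probe; 0% = PME-1 with DMSO and 100% = wells lacking PME-1 enzyme; inhibitors block probe labeling so polarization falls and inhibition rises; many of its hits are not listed in these tables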
PAD4 FP inh: blocks human protein arginine deiminase 4; Q9UM07; recombinant PAD4, RCA probe fluorescence polarization; inhibition, % at 6.36 µM; hit rate 0.41% among 330,000; AID 485272;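 active = percent inhibition above a cutoff equal to the mean of all tested compounds plus 3 SD, cut at about 15% in these data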;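 note: 0% = PAD4 with RCA probe and DMSO and 100% = probe without PAD4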
LYPLA1 inh: LYPLA1 (human) inhibition in PME1 counter-screen; O75608; recombinant LYPLA1, FP-Rh probe fluorescence polarization; inhibition, % at 5.9 µM; hit rate 0.16% among 320,000; AID 2174;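 active = inhibition above the mean of all tested compounds plus 3 SD, set per campaign, cut at about 14% in these data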;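 note: inhibitors block serine hydrolase probe labeling of LYPLA1 so polarization falls; 0% = enzyme with DMSO and 100% = wells lacking LYPLA1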
Target sequence (O75608 whole entry, looked up): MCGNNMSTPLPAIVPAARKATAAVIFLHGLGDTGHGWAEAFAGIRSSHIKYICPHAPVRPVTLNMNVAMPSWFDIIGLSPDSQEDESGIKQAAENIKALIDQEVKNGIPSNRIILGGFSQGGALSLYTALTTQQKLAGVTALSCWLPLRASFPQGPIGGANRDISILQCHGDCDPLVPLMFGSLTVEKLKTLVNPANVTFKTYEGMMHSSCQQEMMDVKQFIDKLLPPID
PAFAH1B2 inh: blocks human PAF acetylhydrolase 1b catalytic subunit 2 | inhibition, % at 3.39 µM | P68402 | recombinant PAFAH1B2, FP-rhodamine activity probe, fluorescence polarization | hit rate 1.2% among 340,000;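 active = inhibition above the mean of all tested compounds plus 3 SD, cut at about 24% in these data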;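 note: 0% = enzyme with DMSO and 100% = wells lacking PAFAH1B2; many of its hits are not listed in these tables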
GSTO1 counter: counter-screen for RBBP9 inhibitors: inhibitors of human GSTO1 | hit rate 1.1% among 300,000 | recombinant GSTO1, activity-based probe fluorescence polarization | AID 1974 | P78417 | inhibition, % at 5.96 µM;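 active = inhibition above the campaign mean inhibition plus 3 SD, cut at about 35% in these data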;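 note: 0% = GSTO1-1 with DMSO and 100% = wells lacking GSTO1-1 enzyme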
pPAFAH inh: pPAFAH (human) enzyme inhibition; hit rate 1.5% among 330,000; recombinant pPAFAH, FP-rhodamine probe fluorescence polarization; inhibition, % at 3.39 µM; AID 463082; Q13093;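 active = inhibition above the mean inhibition across the screen plus 3 SD, cut at about 25% in these data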;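 note: inhibitors block binding of the rhodamine activity-based probe so polarization drops; 0% = enzyme with DMSO and 100% = wells lacking pPAFAH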
Target sequence (Q13093 whole entry, looked up): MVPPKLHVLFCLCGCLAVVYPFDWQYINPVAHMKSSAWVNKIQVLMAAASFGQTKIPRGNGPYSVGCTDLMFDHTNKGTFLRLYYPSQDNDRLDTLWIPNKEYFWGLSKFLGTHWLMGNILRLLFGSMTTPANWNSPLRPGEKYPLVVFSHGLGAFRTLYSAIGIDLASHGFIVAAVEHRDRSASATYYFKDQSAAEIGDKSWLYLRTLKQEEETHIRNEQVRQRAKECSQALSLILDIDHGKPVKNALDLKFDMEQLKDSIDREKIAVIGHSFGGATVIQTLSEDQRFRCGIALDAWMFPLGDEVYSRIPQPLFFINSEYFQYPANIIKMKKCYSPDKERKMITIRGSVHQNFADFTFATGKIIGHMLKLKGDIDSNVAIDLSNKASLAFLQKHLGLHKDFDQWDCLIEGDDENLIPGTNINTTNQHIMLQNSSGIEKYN
Starred values were filed as active, the others as inactive; . = not tested or not shown.

SMILES | PAFAH1B3 inh | PAFAH2 FP inh | Fam108B counter | PME-1 inh | PAD4 FP inh | LYPLA1 inh | PAFAH1B2 inh | GSTO1 counter | pPAFAH inh
Cc1ccc(C)c(COC(=O)c2cc(S(=O)(=O)N3CCCCC3)ccc2N2CCOCC2)c1 | 2 | 3 | -1 | -4 | -2 | -3 | -3 | 3 | 7
Cc1cc(N2C(=O)C3C4C=CC(C4)C3C2=O)no1 (centres undefined) | 7 | 10 | 0 | -3 | 1 | -4 | 9 | -1 | 4
COC(=O)c1c(C)[nH]c(C(=O)OC(C)C(=O)N(C)C2CCCCC2)c1C (centres undefined) | 6 | 2 | -4 | -4 | -3 | 3 | 3 | 2 | 26*
CCCOC1CCCN(C(=O)c2cc(COc3ccc(F)c(F)c3)on2)C1 (centres undefined) | 2 | 1 | 0 | 2 | -3 | 9 | 3 | -2 | 0
Cc1cc(C(=O)NNC(=O)c2ccccc2O)c(C)o1 | 4 | 31* | . | -2 | 1 | -2 | 1 | . | 1
COc1cccc(CNC(=O)c2cccc(NC(=O)CC3SC(N4CCCCC4)=NC3=O)c2)c1 (centres undefined) | 18 | -2 | . | -5 | -5 | -1 | -5 | . | 3
CC(C)CC1(C(=O)NCCc2c[nH]c3ccccc23)C=CCN1C(=O)c1ccccc1 (centres undefined) | 4 | 2 | 4 | 4 | -10 | 3 | 3 | -9 | -2
O=C(NCCCN1CCOCC1)c1cc(S(=O)(=O)N2CCOCC2)c(Cl)cc1Cl | -7 | -4 | . | 6 | -5 | -2 | 1 | . | -3
CC(=O)Nc1ccc(C(=O)NNC(=O)C2C3CCCCC32)cc1 (centres undefined) | 6 | 0 | -2 | 2 | 1 | -1 | 4 | -2 | 4
O=C(O)CN1C(=O)/C(=C/c2cccc(Cl)c2)Oc2ccccc21 | 2 | 2 | 11 | -4 | 1 | -3 | 6 | 10 | 1
Cc1cc(C)c(S(=O)(=O)Nc2ccc(O)cc2)c(C)c1 | 3 | -2 | -3 | 0 | -1 | 2 | 9 | 7 | 8
CCc1ccc(NC(=O)c2ccccc2Br)cc1 | 0 | -7 | 2 | -3 | -1 | 5 | -1 | 7 | 7
CSCCC(NC(=O)c1ccccc1Cl)C(=O)NCCOc1ccccc1 (centres undefined) | 7 | 7 | -2 | 0 | 1 | -1 | -1 | -4 | -1
CCN(CC)S(=O)(=O)c1ccc(NC(=O)c2ccc(N(C)S(C)(=O)=O)cc2)cc1 | 1 | 0 | -10 | 0 | -1 | -4 | 0 | -2 | -5
Cc1ccc(Sc2ncccc2C(=O)NC2CCCCCC2)cc1C | -2 | 5 | 0 | 6 | -8 | -3 | 1 | 0 | -2
CN(C)C(=O)/C(C#N)=C\c1cc(Br)c(Sc2ccc(Cl)cc2)o1 | 6 | 6 | -4 | -2 | 2 | -5 | 6 | 16 | 8
Clc1ccc(C(c2ccccc2Cl)C(Cl)Cl)cc1 (centres undefined) | -3 | -1 | -7 | -4 | -1 | -2 | 8 | 6 | -1
O=C(c1cccc(Cl)c1)C1CCCN(Cc2ccc(N3CCNC3=O)cc2)C1 (centres undefined) | 0 | 0 | 4 | 1 | -2 | 1 | 3 | 3 | 3
CC1(C)C(=O)Nc2ccccc2N1C(=O)COc1ccccc1C#N | 1 | 9 | . | . | -4 | . | 0 | . | 9
COCCn1c(SCC(=O)N(C)C2CCS(=O)(=O)C2)nc2ccccc2c1=O (centres undefined) | 9 | -4 | -2 | 2 | 5 | 1 | 2 | 7 | 3
Cc1nc(-c2cccs2)sc1C(=O)NN | -1 | 5 | 1 | -4 | -2 | -2 | 4 | -1 | -5
CCCNC(=S)N1CC2(C)CN(C(=O)C(=O)OC)CC(C)(C1)C2=O | 10 | -2 | 4 | 4 | 0 | 2 | 4 | 2 | 4
Nn1c(SCC(=O)N2CCCc3ccccc32)nnc1-c1ccc(Cl)cc1 | 3 | 3 | 2 | -4 | 1 | -1 | 5 | 1 | 6
C/C(N)=C(/C#N)C(=O)CSc1cc(C)c2ccccc2n1 | 9 | 5 | -3 | 17 | 0 | 2 | 0 | -10 | -1
O=C(O)CN1C(c2ccccc2)=Nc2ccc(Br)cc2C1c1ccccc1 (centres undefined) | 10 | 0 | -6 | 1 | -1 | 0 | 6 | 5 | 6
O=C(N/N=C/c1ccncc1)c1ccccn1 | 7 | 4 | 7 | 2 | 4 | -1 | 8 | 5 | -2
O=S(=O)(NC1CCCC1)c1ccc(S(=O)(=O)NC2CCCC2)cc1 | -6 | -1 | -1 | 4 | 4 | 2 | 7 | 5 | 20
COc1cccc(CNC(=O)CCS(=O)(=O)c2ccc3c(c2)NC(=O)C(C)S3)c1 (centres undefined) | -4 | 5 | 3 | 5 | -2 | -4 | 6 | 5 | 2
O=C(Cc1ccccc1)NS(=O)(=O)c1ccc(N=NN2CCOCC2)cc1 | 3 | 2 | -3 | -4 | -6 | -1 | 2 | 5 | -5
C=C(C)c1cccc(C(C)(C)NC(=O)Nc2cccnc2)c1 | 12 | -4 | 2 | 4 | 1 | 1 | -1 | -1 | 5
O=C(Nc1ccc(S(=O)(=O)N2CCN(Cc3ccccc3)CC2)cc1)c1cnccn1 | 3 | -2 | -12 | 2 | -5 | 0 | 2 | -1 | 1
CC(C)(C)C1CCC(OC(=O)CN2CCOCC2)CC1 (centres undefined) | -1 | -6 | 5 | 4 | -5 | 2 | 3 | 0 | 0
CCCCN(CC(=O)Nc1c(C)cccc1CC)C(=O)SCC | 4 | 3 | 2 | 1 | 1 | 2 | 2 | 1 | 1
CCC(=O)NC(=S)NNC(=O)c1ccc([N+](=O)[O-])cc1 | 6 | -1 | 0 | 1 | 0 | 3 | 1 | 3 | 8
COc1ccc(/C=C2\SC(c3ccc(C)cc3)=NC2=O)cc1OC | 7 | 27 | 0 | 12 | 2 | -4 | 7 | -5 | -1
COc1cccc(-c2nc(CS(=O)CC(=O)NCc3ccccc3)c(C)o2)c1 (centres undefined) | -6 | 3 | 4 | 7 | 0 | 1 | 5 | 1 | 1
COc1ccc(C(=O)OCC(=O)NC2CCCC2)cc1OC | 5 | 76* | 2 | 2 | 3 | 0 | 2 | 0 | 6
NC(=O)C1CC(O)CN1c1nc(CN2CCOCC2)nc2scc(-c3ccccc3)c12 (centres undefined) | 8 | -3 | 1 | -6 | 5 | -4 | 0 | 6 | -4
CCN(CC)CCn1c(=S)[nH]c2ccc(Br)cc2c1=O | 5 | -1 | -3 | -9 | 4 | -1 | 0 | 4 | 2
CCCOc1ccccc1N1C(=O)CC(N(O)c2ccccc2)C1=O (centres undefined) | -1 | -4 | -5 | -2 | -4 | -1 | 0 | 8 | 0

Next section, overlapping the part above by four compounds.
SMILES | PAFAH1B3 inh | PAFAH2 FP inh | Fam108B counter | PME-1 inh | PAD4 FP inh | LYPLA1 inh | PAFAH1B2 inh | GSTO1 counter | pPAFAH inh
COc1ccc(C(=O)OCC(=O)NC2CCCC2)cc1OC | 5 | 76* | 2 | 2 | 3 | 0 | 2 | 0 | 6
NC(=O)C1CC(O)CN1c1nc(CN2CCOCC2)nc2scc(-c3ccccc3)c12 (centres undefined) | 8 | -3 | 1 | -6 | 5 | -4 | 0 | 6 | -4
CCN(CC)CCn1c(=S)[nH]c2ccc(Br)cc2c1=O | 5 | -1 | -3 | -9 | 4 | -1 | 0 | 4 | 2
CCCOc1ccccc1N1C(=O)CC(N(O)c2ccccc2)C1=O (centres undefined) | -1 | -4 | -5 | -2 | -4 | -1 | 0 | 8 | 0
CN(C)C(=S)SCCn1c(N)nc(N(C)C)nc1=O | 2 | 4 | -3 | 2 | -3 | 0 | 2 | -3 | 0
NC(=O)c1nsc(C(=O)N(Cc2cccnc2)C(C(=O)NCc2ccc(F)cc2)c2ccc(F)cc2)c1N (centres undefined) | 10 | -9 | 1 | 4 | -1 | 0 | 4 | -1 | 5
Cc1ccccc1N(C(=O)c1cccs1)c1nc2ccccc2s1 | 6 | 4 | -6 | -12 | -4 | -3 | 2 | -2 | -6
CCc1ccc(-n2c(=O)c3c(C)c(C(=O)N(C)C)sc3n(CC(=O)NCC3CCCO3)c2=O)cc1 (centres undefined) | 2 | 4 | 1 | -8 | -1 | -4 | 5 | 17 | -2
O=C(Nc1ccc(Oc2ccccc2)nc1)C1CCCCN1Cc1ccc(O)cc1 (centres undefined) | 3 | 0 | -5 | 0 | -5 | 1 | 3 | 19 | 7
CCOC(=O)c1sc(NC(=O)C(OC(C)=O)c2ccccc2)nc1C (centres undefined) | 4 | -2 | 0 | 2 | -2 | 5 | 0 | -1 | 4
CCOC(=O)CCC(NC(=O)c1cncc(O)c1)C(=O)OCC (centres undefined) | 6 | -6 | -1 | 2 | -1 | -3 | 8 | -4 | 3
CCOc1ccc(NC(=O)c2nnn(CC(=O)Nc3ccccc3OCC)c2N)cc1 | 6 | -6 | -1 | -1 | 1 | -4 | 9 | 2 | 22
Cc1c(O)c2cccnc2[nH]c1=O | 4 | 0 | 4 | 1 | 3 | -1 | 0 | 1 | -4
O=C(NCC1CCCO1)c1cc2c(s1)CCCC2 (centres undefined) | 6 | -6 | . | 1 | 4 | -2 | 3 | . | -4
O=C(NCc1ccco1)c1cccc(S(=O)(=O)N2CCN(Cc3ccccc3)CC2)c1 | 1 | -1 | -4 | -5 | -3 | -2 | 1 | 3 | -10
CC1CC(=O)N(CC(=O)Nc2ccc3c(c2)OCCO3)c2ccccc2S1 (centres undefined) | 7 | 0 | -2 | -1 | 4 | -1 | 8 | -8 | 3
Cc1nc2ccc([N+](=O)[O-])cc2s1 | 5 | 10 | 4 | 5 | -1 | 2 | -3 | -1 | 5
CCCCOc1ccc(CNC(=O)NS(=O)(=O)c2ccc(OCC(C)C)cc2)cc1 | 3 | -1 | 1 | -14 | 1 | 1 | 59* | 3 | 2
COc1ccc(CN2C(=O)C(C)Nc3ncnc(N4CCOCC4)c32)cc1 (centres undefined) | 5 | -5 | . | . | -2 | . | 4 | . | 3
CC(C)(C)NC(=O)CN(C(=O)CSc1nnc(COc2ccccc2)o1)c1cccc(F)c1 | 0 | -2 | 1 | 3 | -8 | -2 | 3 | 4 | 4
Clc1ccc(-c2nnc(COc3ncnc4sccc34)o2)cc1 | 4 | -4 | -3 | -3 | -8 | 3 | -5 | -2 | 2
O=C(NC(=S)N1CCc2ccccc21)c1ccco1 | -1 | 1 | 0 | -4 | -3 | -2 | 2 | 6 | 1
Cc1ccc(/C=C/C(=O)OCC(=O)NCc2cccs2)o1 | 5 | 68* | . | . | -4 | . | 2 | . | 9
COC(=O)c1ccccc1NC(=O)Cn1cnc([N+](=O)[O-])c1 | 0 | -4 | -3 | 2 | 3 | -1 | 0 | 2 | 2
O=C(CCCC(=O)N1CCN(c2ccc([N+](=O)[O-])cc2)CC1)c1ccccc1 | 5 | 8 | 2 | 5 | 5 | 9 | 3 | 5 | 7
O=S(=O)(/N=C/c1c(O)ccc2ccccc12)c1ccccc1 | 2 | -1 | -1 | -2 | -2 | -3 | 9 | 34 | 7
CCN(CC)CCCNC(=O)c1cc2c(Cl)nc3ccccc3c2s1 | 8 | 6 | 4 | 3 | 4 | -1 | 3 | 1 | 0
C#CNC(=O)C1(CC=C)CCNCC1 | 3 | 4 | 2 | 2 | 1 | 1 | 4 | 8 | 0

The list is partial. The share of hits here may be higher or lower than overall.
